Bioassay records (PubChem)
ERK EGF inh: inhibitors of EGF-stimulated ERK signaling pathway. Potency, µM (highest dose often 11.5 µM), for the others: top-dose activity change, negative = inhibition, most hits filed as inhibitors. actives 0.41% (n = 130,000). HEK293-V1b, EGF-stimulated phospho-ERK AlphaScreen. AID 1454; active = well fitted inhibition curve with a large enough effect; inconclusive = small, poorly fitted or top-dose-only effect, or effect the other way;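 note: plate controls were stimulated vehicle wells for no effect and unstimulated vehicle basal for full effect; nearly all actives have a fitted effect of over 55% in size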
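EGF-stimulated (25 nM, 5 min) phospho-ERK in HEK293 cells stably expressing V1b, cells pretreated 30 min with compound at 37C. Homogeneous AlphaScreen read on lysates.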
Starred values were filed as active, the others as inactive; ? = inconclusive; & = joins results of further samples; [ ] = remark or other dose. Potency is the fitted concentration of half-maximal effect. An excerpt; rates above refer to the full screens.

Molecule	ERK EGF inh
Cc1ccc(OCCNC(=O)Cn2cnc3c(=O)n(C)c(=O)n(C)c32)cc1C	-5%
CCOc1ccc(-c2c(C(=O)N/N=C/c3ccccc3)nnn2-c2nonc2N)cc1	?
Cc1cnc(NC(=O)Cn2cnc3c2c(=O)n(C)c(=O)n3C)s1	8%[57.5 µM]
O=C(CC12CC3CC(CC(C3)C1)C2)NCC(c1ccc(F)cc1)N1CCOCC1 (centres undefined)	-4%
CN(Cc1ccsc1)C(=O)CCc1nnc(CCCc2ccccc2)o1	3%
O=C(NC(=S)NNC(=O)c1cnccn1)c1ccc(F)cc1	2%
O=[N+]([O-])c1cc(-c2cnc3ccccc3n2)ccc1Oc1ccc(Cl)cc1	-6%
COc1ccc2[nH]cc(C3N4CC5(C)CN3CC(C)(C4)C5=O)c2c1 (centres undefined)	14%[57.5 µM]
O=C(NN1C(=O)c2ccccc2C1=O)c1ccc2c(c1)C(=O)N(CC1CCCO1)C2=O (centres undefined)	7%[57.5 µM]
O=Cc1cn(CC(=O)N2CCCCC2)c2ccccc12	0%
Cc1cc(C)c(S(C)(=O)=O)c(Oc2cccc(C(F)(F)F)c2)n1	-8%
O=C1C(CSCc2ccccc2)NC(=S)N1c1ccccc1 (centres undefined)	8%[57.5 µM]
CC1=CN2C(=N)/C(=C/c3ccc(Sc4ccc(Cl)cc4)o3)C(=O)N=C2S1	-2%
Cc1ccc([N+](=O)[O-])cc1NC1OC(CO)C(O)C1O (centres undefined)	2%[57.5 µM]
O=C(Cc1ccc([N+](=O)[O-])cc1)Nc1ccc(O)cc1C(=O)O	-24%
CCN(CC)C(=O)/C(=C/c1ccc(F)cc1)NC(C)=O	-2%
Cn1cnnc1Sc1ccc(/C=C/C(=O)c2ccc(O)cc2)cc1[N+](=O)[O-]	-13%
CCOC(=O)C1CCN(C(=O)C(C)c2ccc([N+](=O)[O-])cc2)CC1 (centres undefined)	4%
O=C(CN1C(=O)CC(c2ccccc2)S(=O)(=O)c2ccccc21)N1CCCC1 (centres undefined)	-4%
CC(=O)N1N=C(c2ccncc2)CC1c1ccccc1O (centres undefined)	7%
O=C(O)c1ccc(/C=N/NC(=O)C2CC2(c2ccccc2)c2ccccc2)cc1 (centres undefined)	0%
Cc1ccc(C2CC(=O)Oc3cc(O)ccc32)cc1 (centres undefined)	-8%
COc1cc(/C=N/NC(=O)C[n+]2ccccc2)cc(OC)c1OC	0%
CC1(C)CSC(=NCCc2ccccc2)N1C(=O)c1ccc(C#N)cc1	-8%
O=C(N/N=C/c1ccc([N+](=O)[O-])cc1)c1cccc2cc[nH]c12	-4%
COC(=O)c1cn(NC(=O)Cc2ccc(OC)c(OC)c2)c(=O)c2ccccc12	-2%
Cc1ccc(/C(N)=N/OC(=O)c2cccs2)cc1	-5%
COc1cc(NC(=O)c2cccc3c2C(=O)N(Cc2cccnc2)C3)cc(OC)c1OC	-2%
CCC(NC(=O)CCCc1ccccc1)c1ccccc1 (centres undefined)	5%
S=c1[nH]nc(-c2ccco2)n1/N=C/C(Cl)=C/c1ccccc1	-18%[57.5 µM]
C=CCNC(=S)Nc1ccc(Br)cc1F	8%
COc1cccc(-c2ccc(SCC(=O)N3CCN(c4ccccc4)CC3)nn2)c1	?
Cc1ccc2[nH]nc(C(=O)N3CCCC(C(=O)c4ccc(Cl)cc4)C3)c2c1 (centres undefined)	?
COc1ccc(OCC(O)CNC(=O)c2ccc(OC)cc2)cc1 (centres undefined)	-3%
CCc1ccc(-n2c(=O)c3c(C)c(C(=O)N(C)C)sc3n(CC(=O)NCC3CCCO3)c2=O)cc1 (centres undefined)	-10%
CCCC(=O)n1nc(-c2ccco2)nc1SCc1ccccc1	13%
COc1ccccc1NC(=O)NCC(=O)Nc1c(C)cccc1C	-7%
COC(=O)C(=Nc1ccccc1)/C(C(=O)C(=O)N(C)c1ccccc1)=C(\O)c1ccccc1	-4%[57.5 µM]
COC(=O)c1ccc(N=Cc2c(C(F)(F)F)[nH][nH]c2=O)cc1	5%
CCCNC(=O)COC(=O)c1ccc(N2CCCC2)c([N+](=O)[O-])c1	14%
Cc1ccc(CS(=O)(=O)c2ncn[nH]2)cc1	5%
Cn1cc(Cl)c(-c2n[nH]c(=S)n2C2CCCCC2)n1	-8%
Cc1ccccc1OCCSc1nc(N(C)C)nc(N(C)C)n1	4%
O=C(NC(=S)Nc1cccc(NC(=O)c2ccccc2Cl)c1)c1cccs1	-7%
O=C(Cc1ccc(-c2ccccc2)cc1)NCc1cccnc1	-12%
O=C(COc1ccc(Cl)cc1Cl)NNC(=S)NC(=O)c1ccco1	-3%[57.5 µM]
Cc1cccnc1NC(=O)CSc1nnc(COc2ccc(C(C)C)cc2)n1C	-14%
O=C(O)CSCc1c(F)cccc1Cl	-1%

An excerpt of these results, with the structure last:
ERK EGF inh,mol
-7%,O=C(NC(=S)Nc1cccc(NC(=O)c2ccccc2Cl)c1)c1cccs1
4%,Cc1ccccc1OCCSc1nc(N(C)C)nc(N(C)C)n1
-14%,Cc1cccnc1NC(=O)CSc1nnc(COc2ccc(C(C)C)cc2)n1C

More entries follow.
Molecule	ERK EGF inh
CCc1cc2c(-n3nc(C)cc3C)ncnc2s1	3%
Cc1cc(OCc2ccccc2)ccc1/C(O)=C1/C(=O)C(=O)N(Cc2cccnc2)C1c1ccncc1 (centres undefined)	-6%[57.5 µM]
COCC(C)NCc1cc(Br)ccc1OC (centres undefined)	4%
O=S(=O)(c1cc(Cl)ccc1Cl)n1ccnc1	5%
COc1ccc(C(=O)N2CCC3(CCN(C)CC3)CC2)cc1	1%
CC(C)/C=N/Nc1nc(-c2ccc(Br)cc2)cs1	4%
O=C(Nc1cccc([N+](=O)[O-])c1)c1ccc(CN2CCOCC2)cc1	10%
Cc1ccc(NC(=O)c2ccccc2)cc1-n1cnnn1	9%
CC(=O)/C(C)=N\O	10%
Cc1cc(NS(=O)(=O)c2ccc(NC(=O)CSc3nc4ncccc4[nH]3)cc2)nc(C)n1	-3%[57.5 µM]
CC(CCC(=O)O)C1CC[C@@]2(C)C3C(=O)CC4C(C)(C)C(O)CC[C@]4(C)C3C(=O)C[C@]12C (some centres undefined)	-9%[57.5 µM]
COc1cccc(C(=O)/C=C/c2ccc(N3CCCCC3)c([N+](=O)[O-])c2)c1	?
CCC(=O)Nc1ccc(C(=O)OCc2ccccc2)cc1	-10%
Cn1cc(/C=C2\SC(=O)N(c3ccc(O)cc3)C2=O)c2ccccc21	35µM*
CCN(CC)C(=O)C(=O)N/N=C/c1ccc(C(=O)OC)cc1	-3%
COc1ccc(C2CC(O)(c3ccccc3)Oc3cc(OC)c(OC)c(OC)c32)cc1 (centres undefined)	-16%[57.5 µM]
O=C(O)CCCCCNC(=O)/C=C/c1ccco1	-6%
c1ccc2c3c([nH]c2c1)C1(CCCCC1)NCC3	-3%[57.5 µM]
Cc1ccc(NC(=O)COC(=O)c2ccc(Cl)cc2)cc1S(=O)(=O)N(C)C	-7%
O=C(OCc1nc2ccccc2s1)c1ccccc1O	2%
CSCCC(NS(=O)(=O)/C=C/c1ccccc1)C(=O)O (centres undefined)	2%
Cc1ccc(S(=O)(=O)NCC(=O)Nc2cccc([N+](=O)[O-])c2)cc1	3%
c1ccc2c(c1)OCCOCCOc1ccccc1OCCOCCO2	-4%
CN1CCC/C1=C1/C(=O)N(c2ccccc2)N=C1NC(=O)Nc1cccc(Cl)c1	1%
Cc1nc(/C(N)=N/OC(=O)c2cccc(Cl)c2)c(C(F)(F)F)o1	11%[57.5 µM]
O=C1OC(Nc2ccc3c(c2)OCO3)c2ccccc21 (centres undefined)	-14%[57.5 µM]
O=C(O)c1ccc(Cn2cc(C(F)(F)F)ccc2=O)cc1	-3%
COc1ccc(CCNC(=O)Cn2nc(C(=O)O)c3ccccc3c2=O)cc1OC	3%
OC1COC(OCC2OC(OCc3ccccc3)C(O)C(O)C2O)C(O)C1O (centres undefined)	-11%[57.5 µM]
CC(C)C[C@@H](CC(=O)N[C@@H](CCC(=O)O)CC(=O)O)NC(=O)[C@@H]1CNCC[C@H]1NC(=O)C[C@H](CCCN)NC(=O)C[C@H](Cc1ccccc1)NC(=O)[C@@H]1CCCC[C@H]1N	-5%
COc1ccc(CCn2nnc(-c3ccc(NC(C)=O)c(Cl)c3)n2)cc1	1%
COc1cc(/C=C(\C#N)C(=O)N2CCc3ccccc32)ccc1O	15%[57.5 µM]

Quoted from the listing:
COc1cc(/C=C(\C#N)C(=O)N2CCc3ccccc32)ccc1O in ERK EGF inh → 15%[57.5 µM]
CC(C)C[C@@H](CC(=O)N[C@@H](CCC(=O)O)CC(=O)O)NC(=O)[C@@H]1CNCC[C@H]1NC(=O)C[C@H](CCCN)NC(=O)C[C@H](Cc1ccccc1)NC(=O)[C@@H]1CCCC[C@H]1N in ERK EGF inh → -5%

Grouped by structure: the entries above with a furan ring, fused or not (5)
Molecule	ERK EGF inh
CC1=CN2C(=N)/C(=C/c3ccc(Sc4ccc(Cl)cc4)o3)C(=O)N=C2S1	-2%
S=c1[nH]nc(-c2ccco2)n1/N=C/C(Cl)=C/c1ccccc1	-18%[57.5 µM]
CCCC(=O)n1nc(-c2ccco2)nc1SCc1ccccc1	13%
O=C(COc1ccc(Cl)cc1Cl)NNC(=S)NC(=O)c1ccco1	-3%[57.5 µM]
O=C(O)CCCCCNC(=O)/C=C/c1ccco1	-6%

Other compounds.
Cc1cccc(NC(=O)c2cnc3scc(C)n3c2=O)c1
  ERK EGF inh = 7%

COc1ccccc1C1CCCN1Cc1nc(-c2ccc(C)s2)oc1C (centres undefined)
  ERK EGF inh = 9%

O=C(Cn1cnc2ccccc2c1=O)N1CCN(c2ccc(F)cc2)CC1
  ERK EGF inh = -6%

Cc1ccc2c(Cl)c(C(=O)Nc3nn[nH]n3)sc2c1
  ERK EGF inh = -2%

CC(C)C1=CC2=CC[C@@H]3[C@](C)(CO)CCC[C@]3(C)C2CC1 (some centres undefined)
  ERK EGF inh = ?

Cc1ccc([C@@H]2C[C@H]3CN(Cc4cccc(Cl)c4)C(=O)[C@]34CCCN24)o1
  ERK EGF inh = 7%

CCN(C(=O)CSc1nnc(-c2ccc(Cl)cc2)n1C)C1CCS(=O)(=O)C1 (centres undefined)
  ERK EGF inh = -11%

CC(C)N(C(=O)CSc1nc(COc2ccccc2)nc2ccccc12)C(C)C
  ERK EGF inh = -3%

CC(C)=N/N=C(/c1ccc([N+](=O)[O-])cc1)C12CN3CN(CN(C3)C1)C2
  ERK EGF inh = 1%

Cc1ccc(-n2c(O)c(C=Nc3ccc(S(=O)(=O)Nc4ncccn4)cc3)c3ccccc3c2=O)cc1C
  ERK EGF inh = 2%

Cc1cc(NC(=O)Nc2ccccc2[N+](=O)[O-])no1
  ERK EGF inh = -4%

COc1c(C)cc(C(=O)C2CCCN(Cc3c(C)n(C)n(-c4ccccc4)c3=O)C2)cc1C (centres undefined)
  ERK EGF inh = -6%

CC(C)CC1NC(=O)N(CC(=O)Nc2ccccc2-c2ccccc2)C1=O (centres undefined)
  ERK EGF inh = 1%

O=c1c2c3c(sc2n(CCN2CCCC2)c(=O)n1Cc1ccccc1)CCCCC3
  ERK EGF inh = 3%[57.5 µM]

O=C(CN1C(=O)/C(=C/c2cccc(Br)c2)SC1=S)NC1=NCCS1
  ERK EGF inh = -2%

CCOC(=O)N1CCN(CC(=O)Nc2ccc(F)c(F)c2F)CC1
  ERK EGF inh = -1%[57.5 µM]

COc1ccc(C(C)(C)C)cc1NC(=O)Cn1cnnn1
  ERK EGF inh = -4%

CCOC(=O)C1=C(c2ccccc2)OC(N)=C(C#N)C1c1cccnc1 (centres undefined)
  ERK EGF inh = 4%

O=[N+]([O-])c1ccc(Oc2ccc(S(=O)(=O)N3CCCCC3)cc2)cc1
  ERK EGF inh = 4%

Cn1c(=O)cc(C(=O)N/N=C/c2ccc(F)cc2)[nH]c1=O
  ERK EGF inh = 14%[57.5 µM]

Cc1cc(NC(=O)CCCC(=O)NCc2ccccc2)no1
  ERK EGF inh = 0%

C=CCS(=O)(=O)N1CCCC(C(=O)c2cccc(Cl)c2)C1 (centres undefined)
  ERK EGF inh = -1%

O=C1C=CN(Cc2ccccc2)CC1
  ERK EGF inh = 12%[57.5 µM]

CCCN(CCC)S(=O)(=O)c1ccc(C(=O)N2CC3CCC(CC3)C2)cc1
  ERK EGF inh = -8%[57.5 µM]

O=C(NCc1cccs1)C1CC(c2ccc(F)cc2)=NO1 (centres undefined)
  ERK EGF inh = -10%

COc1ccc(N2C(=O)CCC2(C(N)=O)c2ccccc2)cc1 (centres undefined)
  ERK EGF inh = 0%

Cc1ccc(OCCSCc2nnc(NC(=O)Nc3cccc(Cl)c3)s2)cc1
  ERK EGF inh = 3%

O=C(Nc1ccccc1)N1CCCC2(CCNCC2)C1
  ERK EGF inh = 11%

COCC(C)NC(=O)c1oc2c(c1C)C1(CCC2)SCCS1 (centres undefined)
  ERK EGF inh = 1%

CC(C)Sc1ccc(C(=O)Nc2ccc(F)cc2F)cn1
  ERK EGF inh = 0%

COC(=O)c1cc(S(=O)(=O)C(C)C)c(S(C)=O)s1 (centres undefined)
  ERK EGF inh = 7%[57.5 µM]

O=C(c1ccc(F)cc1)N1CCCC(c2ccccc2)C1 (centres undefined)
  ERK EGF inh = 0%

C=CCNC(=S)Nc1ccc2nsnc2c1
  ERK EGF inh = 3%

CCN(CC)CCOC(=O)c1cc(Cl)c(N)cc1OC
  ERK EGF inh = 14%&0%

CC(=O)c1c(C)[nH]c(C(=O)COC(=O)C2CC2)c1C
  ERK EGF inh = -5%

CC(C)(C)c1ccc(-c2n[nH]c(=S)n2/N=C/c2ccncc2)cc1
  ERK EGF inh = -7%

CCOC(=O)c1nn(-c2ccccc2)cc1O
  ERK EGF inh = -2%[57.5 µM]

COc1ccc(-c2cc(-c3nnc(COC(=O)CC4CCCC4)o3)c3ccccc3n2)cc1OC
  ERK EGF inh = -13%

CS(=O)(=O)NNC(=O)c1cc2cc3ccccc3nc2s1
  ERK EGF inh = 4%
